# Screening results deposited in PubChem by National Center for Advancing Translational Sciences (NCATS).
# GLP1R ag – agonists of human GLP-1 receptor. Potency, µM (doses to about 45.6 µM), for inactives: at the top dose activation, most hits filed as activators. P43220. AID 624172. HEK293 GLP-1R CRE-luciferase, luminescence, 4-6 h; cells express a hypersensitive GLP-1R form. actives 0.007% (n = 380,000); also: potency is read from the fitted curve at half-maximal effect; % of control where 0% means no effect
# Abeta rescue – compounds reversing amyloid beta toxicity in yeast; yeast expressing A-beta42, growth rescue, OD600, 48 h; response scale: 0% DMSO, 100% iron-clioquinol control; Potency, µM (top dose mostly 46.1 µM), inactives show top-dose growth rescue, most hits filed as activators; actives 0.063% (n = 410,000); AID 1347071; also: potency is read from the fitted curve at half-maximal effect; nearly all actives have a fitted effect of over 55% in size
#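 Growth rescue measured by 600 nm absorbance after 48 h yeast culture at 30 C with compound. Values normalized between DMSO and an equimolar ferric chloride plus clioquinol control.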
# pAkt inh – blocks phosphorylation of Akt; activity change, % for hits at 50 µM; actives 0.32% (n = 360,000); Neuro2A IGF-stimulated pAkt S473 HTRF, 20 min; stronger effect = lower value; in the data active = activity change below about -80%; inconclusive = mostly about -51% to -80%; also: % is scaled to controls: 0 for no effect and ±100 for the full control effect
#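 Neuro2A cells (4,500/well, DMEM with 0.5% FBS) were treated with compound at a single 50 µM final concentration, stimulated with 6 nM IGF for 20 min at 37 °C, and lysed. Phospho-Akt Ser473 was read by HTRF as 665/615 ratio ×10^4.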
# TDP43 rescue – inhibitors of TDP-43 toxicity in yeast; actives 1.8% (n = 410,000); TDP-43 expressing yeast growth rescue, BacTiter-Glo, 24 h; AID 652104; Potency, µM (titrated, usually from 46.1 µM), for inactives: at the top dose growth rescue (activation), most hits filed as activators; also: potency is read from the fitted curve at half-maximal effect; % of control where 0% means no effect; nearly all actives have a fitted effect of over 50% in size
#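 Yeast cells expressing TDP-43 under galactose induction are exposed to compounds for 24 hr at 30 deg C. BacTiter-Glo luminescence measures growth, so protective compounds score as activators.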
# FUS suppressor – rescues growth of FUS-expressing yeast; S. cerevisiae FUS-expressing, growth rescue, OD600, 24 h; Potency, µM (top dose mostly 76.6 µM), without a hit: at the highest dose growth rescue (activation), usual class: activators; actives 0.24% (n = 390,000); AID 1347120;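 also: potency is read from the fitted curve at half-maximal effect; plate controls were DMSO vehicle for no effect and reference control for full effect; nearly all actives have a fitted effect of over 55% in size; some results filed as inactive show a strong effect at the top dose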
#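 Restored growth of FUS-toxic S. cerevisiae, read as 600 nm absorbance after 24 h at 30C in galactose medium (starting OD 0.005). Controls CP55940 and DMSO.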
# DRD3 antagonist – D3 dopamine receptor (human) antagonism; P35462; D3R cells, DiscoveRx beta-arrestin luminescence, antagonist mode; stronger effect = lower value; max response, negative = inhibition, %; actives 2.5% (n = 360,000); AID 652054; in the data active = max response below about -50%; inconclusive = no clear call, values can overlap the other calls; also: % is scaled to controls: 0 for no effect and ±100 for the full control effect; mostly tested at two doses, the higher about 12 µM
# Target sequence (P35462 whole entry, looked up): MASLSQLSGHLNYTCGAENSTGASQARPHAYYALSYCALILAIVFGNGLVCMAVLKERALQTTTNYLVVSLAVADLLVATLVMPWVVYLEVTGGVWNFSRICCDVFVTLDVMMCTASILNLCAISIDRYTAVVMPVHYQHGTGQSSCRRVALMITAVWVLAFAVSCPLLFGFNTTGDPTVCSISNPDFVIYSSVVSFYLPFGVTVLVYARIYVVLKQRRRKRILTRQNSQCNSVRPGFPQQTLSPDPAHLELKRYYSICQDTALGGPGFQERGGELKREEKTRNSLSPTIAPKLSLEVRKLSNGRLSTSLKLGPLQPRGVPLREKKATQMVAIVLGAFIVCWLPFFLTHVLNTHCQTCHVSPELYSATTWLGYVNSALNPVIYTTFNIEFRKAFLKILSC
#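 Cells plated overnight at 1500 cells/well, then exposed to library compounds with dopamine controls for 90 minutes at 37 degrees C. DiscoveRx reagent added for 30–60 minutes at room temperature; luminescence read, quantitative HTS format.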
# GLP-1R inv ag – acts as inverse agonist at human GLP-1 receptor | HEK293 GLP-1R CRE-luciferase, luminescence, 24 h; GLP-1R form is constitutively active | actives 1.6% (n = 410,000) | AID 624417 | Potency, µM (series often up to 38.3 µM), for inactives: at the highest dose activity change, negative = inhibition, actives largely listed as inhibitors | P43220; also: potency is read from the fitted curve at half-maximal effect; % is scaled to controls: 0 for no effect and ±100 for the full control effect; nearly all actives have a fitted effect of over 55% in size
#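 Seeding at 200 cells/uL, 12 h culture, 24 hr compound treatment, then luciferase reagent and a luminescence read; cells are HEK293 stably expressing a constitutively active GLP-1R plus cAMP-responsive luciferase.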
# PTHR1 ag – PTHR1 (human) receptor agonism; Q03431; HEK293 GP2 PTHR1 cells, GloSensor cAMP luminescence, 1 h; Potency, µM (highest dose often 115 µM), inactives show at the highest dose activation, actives largely listed as activators; actives 0.075% (n = 410,000); also: potency is read from the fitted curve at half-maximal effect; nearly all actives have a fitted effect of over 55% in size; some results filed as inactive show a strong effect at the top dose; inactives centre near -15; many of its hits are not listed in these tables
# Target sequence (Q03431 whole entry, looked up): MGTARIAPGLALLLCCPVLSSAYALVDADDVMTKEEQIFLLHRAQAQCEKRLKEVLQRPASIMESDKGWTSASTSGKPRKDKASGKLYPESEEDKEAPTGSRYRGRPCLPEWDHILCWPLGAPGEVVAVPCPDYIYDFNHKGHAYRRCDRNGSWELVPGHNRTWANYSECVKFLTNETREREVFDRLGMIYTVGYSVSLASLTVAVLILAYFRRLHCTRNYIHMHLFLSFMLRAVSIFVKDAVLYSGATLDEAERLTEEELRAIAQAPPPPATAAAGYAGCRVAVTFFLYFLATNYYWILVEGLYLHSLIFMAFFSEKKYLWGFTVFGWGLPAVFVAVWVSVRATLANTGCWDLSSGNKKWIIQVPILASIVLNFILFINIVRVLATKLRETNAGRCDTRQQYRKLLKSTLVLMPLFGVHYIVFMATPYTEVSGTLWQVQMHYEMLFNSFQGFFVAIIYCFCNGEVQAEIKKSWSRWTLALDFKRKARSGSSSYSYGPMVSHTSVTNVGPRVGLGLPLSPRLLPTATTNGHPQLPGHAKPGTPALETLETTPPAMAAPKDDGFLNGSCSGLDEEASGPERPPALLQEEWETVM
#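 HEK-293-derived GP2 cells expressing PTHR1 and a GloSensor cAMP reporter, 3,000/well, plated overnight, given luciferin plus IBMX (each 0.5 mM as added) for 1 h at 37 °C, then compound for 1 h at 37 °C. Luminescence was read after 15 min at room temperature.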
# aSyn rescue – alpha-synuclein toxicity inhibition in yeast; Yeast expressing alpha-synuclein, growth rescue, BacTiter-Glo, 24 h; Potency, µM (highest dose often 46.1 µM), for the others: at the top dose growth rescue (activation), most hits filed as activators; actives 0.14% (n = 370,000); also: potency is read from the fitted curve at half-maximal effect; % of control where 0% means no effect; nearly all actives have a fitted effect of over 65% in size
#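 Readout is rescue of growth in alpha-synuclein-expressing yeast, so inhibitors of toxicity appear as activators. Growth after 24 hr at 30 deg C in galactose medium is quantified by luminescence.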
# * hit, by the source's call; i = inactive; ? = inconclusive; nt = no result given; [ ] = dose if it differs, or a comment. Unless noted, calls follow the shape of the dose curve; as a rule, active = well fitted curve in the direction sought with a large enough effect; inconclusive = small, poorly fitted or top-dose-only effect, or another doubt; inactive = no such curve, though single readings can be large; an effect the other way counts as inactive or inconclusive.
no.	SMILES	GLP1R ag	Abeta rescue	pAkt inh	TDP43 rescue	FUS suppressor	DRD3 antagonist	GLP-1R inv ag	PTHR1 ag	aSyn rescue
1	O=C(Cn1c(N2CCN(c3ccccc3)CC2)nc2ccccc21)c1ccccc1	-3%	0%	i	11%	-20%	10	-22%	i	5%
2	O=C(Cn1ccc2ccccc2c1=O)NCC(=O)N1CCN(c2ccccc2F)CC1	11%	5%	i	-7%	2%	2	-28%	i	2%
3	COc1ccc(Br)cc1C(=O)Nc1cccc(C)c1C	4%	-8%	i	-5%	nt	6	5%	-17%	-3%
4	CCC1Oc2ccccc2N(CC(=O)N2CCOCC2)C1=O (configuration not stated)	4%	-3%	i	-1%	-12%	9	7%	i	-1%
5	COc1cc(C(=O)NCC(=O)Nc2ccc(F)c(F)c2)ccc1OCC(=O)N1CCOCC1	0%	8%	i	-15%	-8%	25	2%	-2%	-2%
6	O=C1c2ccccc2C(=O)N1CCCCN(C(=O)c1cc([N+](=O)[O-])cc([N+](=O)[O-])c1)c1ccc(Cl)cc1	6%	?	i	17%	32%	0	-14%	i	5%
7	O=C(COC(=O)c1cc2ccccc2o1)c1ccccc1	-17%	2%	i	-5%	-8%	-2	4%	-2%	4%
8	Cc1cc(C)cc(NC(=O)C2(c3ccccc3)CC2(Cl)Cl)c1 (configuration not stated)	-14%	6%	i	?	38%	35	?	-18%[57.5 µM]	-13%
9	O=C(C1CC1)N1CCCC(c2ccc(Cl)cc2)=N1	34%	-24%	i	15%	0%	2	?	i	14%
10	CC(=O)Nc1ccc(NC(=O)CSc2nnc(C)c(=O)[nH]2)cc1	5%	5%	i	-9%	-1%	-4	22%	i	2%
11	CCOc1ccc(NC(=O)CN(C)C(=O)c2ccc(N3CCCCCC3)c([N+](=O)[O-])c2)cc1OCC	5%	20%	i	20%	34%	2	?	i	6%
12	O=C(CN1CCN(c2ccc(F)cc2)CC1)NCc1cccs1	12%	19%	i	8%	8%	2	-12%[0.307 µM]	i	2%
13	CCCC(=O)Nc1ccc2oc(=O)ccc2c1	-13%	15%	i	3%	-9%	-6	-16%[0.307 µM]	i	-1%
14	Cn1c(SCC(=O)N2CCOCC2)nnc1-c1cccc(NC(=O)c2ccccc2)c1	-1%	8%	i	8%	7%	4	5%	i	-1%
15	O=C(NCc1ccc2c(c1)OCO2)c1cccs1	-1%	-10%	i	-20%	25%	-22	32%	i	1%
16	CCOC(=O)CC1C(=O)NCCN1S(=O)(=O)c1ccc(Cl)c(Cl)c1 (configuration not stated)	-3%	4%	i	0%	0%	-27	0%	-9%[57.5 µM]	0%
17	O=[N+]([O-])c1ccccc1COc1ccc(Cl)c2cccnc12	-4%	-1%	i	10%	-34%	1	-5%	-38%[inhibitor]	5%
18	Cc1cc(C(=O)OCC(=O)Nc2ccc(S(N)(=O)=O)cc2)c2ccccc2n1	13%	-1%	i	-13%	2%	-4	-15%	i	-10%
19	Fc1ccc(C2=Nc3cccc4cccc(c34)N2)cc1	-7%	-24%	i	-5%	-8%	-17	8%	-50%[inhibitor]	-1%
20	CC(NC(=S)Nc1ccc(Cl)cc1)C(c1ccccc1)N1CCOCC1 (configuration not stated)	4%	4%	i	-3%	-14%	37	?	-28%	2%
21	Cc1cccc(-n2c(N)cc(=O)nc2SCC(=O)Nc2ccc(F)cc2)c1C	nt	-14%	nt	?	14%	nt	3%	i	nt
22	COc1ccc(CNC(=O)COC(=O)c2ccccn2)cc1	15%	12%	i	10%	19%	3	5%[0.307 µM]	-29%	-1%
23	Cc1[nH]c2ccccc2c1C(=O)COC(=O)c1ccc2c(=O)n3c(nc2c1)CCC3	17%	10%	i	28%	7%	0	?	-16%	-2%
24	CC1Cc2ccccc2N1C(=O)CN1CCN(S(=O)(=O)c2cccs2)CC1 (configuration not stated)	1%	6%	i	-14%	nt	3	-25%	-62%[inhibitor]	0%
25	CCOC(=O)c1csc(-c2ccc([N+](=O)[O-])cc2)n1	0%	13%	i	?	-19%	-5	41%[activator]	i	2%
26	COCCn1nnnc1C(C(C)C)N1CCC(Cc2ccccc2)CC1 (configuration not stated)	0%	-2%	i	-20%	5%	?	0%	i	2%
27	O=C(Nc1c(-c2ccccc2)nc2ccccn12)c1cccs1	1%	3%	i	10%	18%	-1	-9%	i	0%
28	CCOC(=O)Cn1c(=NC(=O)C(C)(C)C)sc2cc([N+](=O)[O-])ccc21	-15%	19%	i	-3%	-7%	13	18%	i	3%
29	O=C(NCc1ccccc1Cl)c1cc2c(s1)-c1ccccc1SC2	nt	12%	nt	26%	8%	nt	?	i	nt
30	CC(=O)c1c(C(C)=O)c(C)n(C(c2ccccc2)c2ccccc2)c1C	-3%	nt	i	9%	-10%	-15	?	i	-3%

# Reprinted from the part before: 2 entries, then new ones.
no.	SMILES	GLP1R ag	Abeta rescue	pAkt inh	TDP43 rescue	FUS suppressor	DRD3 antagonist	GLP-1R inv ag	PTHR1 ag	aSyn rescue
29	O=C(NCc1ccccc1Cl)c1cc2c(s1)-c1ccccc1SC2	nt	12%	nt	26%	8%	nt	?	i	nt
30	CC(=O)c1c(C(C)=O)c(C)n(C(c2ccccc2)c2ccccc2)c1C	-3%	nt	i	9%	-10%	-15	?	i	-3%
31	Cc1nnc(Sc2c(N)n(C)c(=O)n(C)c2=O)s1	2%	7%	i	7%	10%	0	3%	i	4%
32	CCOC(=O)c1sc(=NC(=O)CCS(=O)(=O)c2ccccc2)n(C)c1C	4%	2%	i	3%	-6%	5	9%	i	2%
33	CC(=O)Nc1ccc(NS(=O)(=O)c2ccc3c(c2)oc(=O)n3C)cc1	-1%	0%	i	12%	-2%	0	2%	-9%	2%
34	O=C(CSc1ncccc1C(=O)O)NCCC1=CCCCC1	-5%	7%	i	-9%	-7%	-11	-2%	-17%[57.5 µM]	3%
35	COC(=O)c1c(O)cc(C(C)(C)C)n(-c2ccc(F)cc2)c1=O	1%	7%	i	-8%	nt	-8	?	-15%	-2%
36	COc1ccc(SCc2noc(C(=O)NC(C)C)c2C(=O)O)cc1	-2%	-17%	i	-4%	-12%	-5	-5%	-1%	-9%
37	CCCCNC(=O)COC(=O)c1ccccc1F	11%	-11%	i	-23%	-8%	9	23%	-2%	-13%
38	COc1ccc(OCC(=O)NCC(c2ccc(OC)cc2)N2CCOCC2)cc1 (configuration not stated)	nt	-8%	nt	8%	11%	nt	8%	i	nt
39	CN(C)Cc1c(C(=O)N/N=C/C=C/c2ccccc2)nnn1-c1nonc1N	-1%	-6%	i	-9%	14%	-1	8%	i	1%
40	Cc1nonc1NC(=O)CSc1nc2ccccc2[nH]1	-3%	-7%	i	-10%	nt	-11	0%	i	-2%
41	Cc1cccc(NCc2ccc(O)c3ncccc23)c1C	-1%	-47%[inhibitor]	i	-26%	24%	-27	-29%	-9%	-5%
42	CN(C)CCN=Cc1c(O)n(Cc2ccccc2)c(=O)c2ccccc12	6%	-4%	i	18%	0%	-8	?	-12%	-1%
43	O=C(c1ccc(N2CCCCS2(=O)=O)cc1)N1CCN(c2ccc(N3CCOCC3)nn2)CC1	4%	-11%	i	8%	-7%	-3	10%	-8%	0%
44	N/C(=N\OC(=O)c1cccc(F)c1)c1ccccn1	-3%	-1%	i	3.2µM*	-9%	-16	9%	i	-3%
45	COc1ccc(C(=O)N2CCC(c3nc(-c4ccc(S(=O)(=O)N5CCCC5)cc4)no3)CC2)cc1	nt	-6%	nt	25%	21%	nt	-2%	-22%	nt
46	CCOC(=O)C1(CC2CCCCO2)CCN(C(=O)Nc2ccc(C(=O)OC)cc2)CC1 (configuration not stated)	-1%	-3%	i	6%	23%	67	?	-33%[inhibitor]	5%
47	O=C(NCCCN1CCCCC1)C1CCN(c2ncnc3c2nc2n3CCCCC2)CC1	6%	-1%	i	25%	-27%	-1	25%	-17%	11%
48	CCc1ccc(OCC(=O)Nc2ccc3c(c2)c2ccccc2n3CC)cc1	nt	-6%	nt	-2%	-18%	nt	-40%	-64%[inhibitor]	nt
49	O=C(c1cnc2ccccc2n1)N1CCN(c2ccc(C(F)(F)F)cn2)CC1	10%	9%	i	-2%	16%	14	3%	-4%	0%
50	COc1ccccc1C1C([N+](=O)[O-])=CC([N+](=O)[O-])=CN1C (configuration not stated)	9%	0%	i	-14%[9.22 µM]	2%	-1	26%	-10%	0%
51	CCCn1c(N)c(N(C)C)c(=O)n(CC(=O)Nc2ccc(OC(F)(F)F)cc2)c1=O	-1%	17%	i	-7%	?	-22	-48%	-36%[inhibitor]	-5%
52	COC(=O)NNS(=O)(=O)c1ccc(C)cc1	-1%	-9%	i	2%	nt	2	15%	i	-10%
53	COC(=O)NNC(=O)COc1cc(C)ccc1C	-1%	-9%	i	-35%[inhibitor]	nt	2	1%	i	-5%
54	COc1ccc(NC(=O)C2=C(C)Nc3ncnn3C2c2ccc(O)cc2)cc1 (configuration not stated)	-2%	-11%	nt	20%	-15%	nt	12%	-23%	-8%
55	O=C(CCCc1nc(-c2ccccc2)no1)N1CCOCC1	-15%	4%	i	18%	-16%	7	8%	i	-1%
56	O=[N+]([O-])c1ccc(C2Nc3cccc4cccc(c34)N2)cc1	-25%	-21%	i	12%	nt	?	0%	-28%	-16%
57	COc1ccc(Nc2ncc(C(=O)O)c3ccccc23)cc1	-15%	2%	i	-6%	15%	-9	7%	i	4%
58	NC(Cc1ccc2nonc2c1)C(=O)O (configuration not stated)	2%	-16%	i	7%	3%	-2	5%	i	-7%

# Values in list order from the list.
# TDP43 rescue for nos. 33 to 44, in order: 12%, -9%, -8%, -4%, -23%, 8%, -9%, -10%, -26%, 18%, 8%, 3.2µM*

# A portion of the library; count on the stated rates, not on these rows.
